# Assay outcomes: PubChem BioAssay, Sanford-Burnham Center for Chemical Genomics
# SENP8 block: SENP8 (human) protease inhibition | Q96LD8 | recombinant SENP8, Nedd8 substrate fluorescence | inhibition, % at 20 µM | actives 0.64% (n = 360,000); in the data active = inhibition mostly above about 40%, no sharp cut-off; inactive = mostly below about 27%
# MPTP block: permeability transition pore inhibition. isolated mouse mitochondria, Ca2+ swelling absorbance, 30 min. inhibition, % at 10 µM. actives 1.4% (n = 360,000). AID 602449;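 active = inhibition of 50% or more, scaled per plate between neutral and stimulator controls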;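 also: 0% = DMSO wells given calcium and 100% = 1 mM EGTA wells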
# HKDC1 inhibitor: blocks human hexokinase HKDC1 activity. recombinant HKDC1, G6PDH/diaphorase resazurin coupled fluorescence. Q2TB90. actives 0.16% (n = 340,000). inhibition, % at 20 µM;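 active = inhibition above about 35% when tested at 20 µM, limit read from the data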;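 also: plate controls were DMSO wells with enzyme for no effect and DMSO wells lacking enzyme for full effect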
#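 Assay system: in-house recombinant HK5 (HKDC1) enzyme. Input: HKDC1 at 5 µg/mL. Medium: Tris pH 8.0 buffer with MgCl2, Tween-20, BSA, BME. Dosing: single 20 µM dose. Schedule: 90 min reaction incubation at room temperature, dark. Signal: resazurin-to-resorufin fluorescence via G6PDH and diaphorase coupling, 525/613 nm. Controls: DMSO-enzyme wells negative, buffer-substituted wells positive.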
# SENP6 inh: blocks the human protease SENP6. actives 1.8% (n = 330,000). Q9GZR1. inhibition, % at 10 µM. Recombinant SENP6 catalytic domain, aminoluciferin luminescence;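 active = inhibition above about 50% at the single tested dose, limit read from the data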;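 also: plate controls were DMSO wells with enzyme for no effect and DMSO wells lacking enzyme for full effect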
# Target sequence (Q9GZR1 628-1112 limits assumed): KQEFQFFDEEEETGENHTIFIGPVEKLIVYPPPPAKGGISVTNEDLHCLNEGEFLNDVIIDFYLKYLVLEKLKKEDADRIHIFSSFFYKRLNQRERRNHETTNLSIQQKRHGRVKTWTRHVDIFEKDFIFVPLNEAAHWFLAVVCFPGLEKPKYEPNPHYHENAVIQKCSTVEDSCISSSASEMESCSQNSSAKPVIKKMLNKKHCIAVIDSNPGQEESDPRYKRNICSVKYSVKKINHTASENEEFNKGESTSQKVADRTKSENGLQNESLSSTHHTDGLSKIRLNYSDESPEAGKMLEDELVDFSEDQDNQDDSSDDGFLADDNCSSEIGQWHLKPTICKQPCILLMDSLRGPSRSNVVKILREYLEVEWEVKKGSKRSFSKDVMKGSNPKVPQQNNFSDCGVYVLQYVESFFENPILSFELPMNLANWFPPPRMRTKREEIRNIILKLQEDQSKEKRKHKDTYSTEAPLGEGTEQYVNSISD
# PfG6PD inh: PfG6PD (Plasmodium falciparum) enzyme inhibition; actives 0.78% (n = 350,000); PfGluPho enzyme, NADPH resazurin-diaphorase fluorescence; inhibition, % at 20 µM;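 active = inhibition reaching at least a set limit at 20 µM in the primary screen, cut at about 59% in these data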;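 also: 0% = DMSO wells with substrate and 100% = DMSO wells lacking glucose-6-phosphate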
# SENP7 block: blocks the human protease SENP7 | Q9BQF6 | recombinant SENP7, Z-RLRGG-aminoluciferin luminescence, 40 min | inhibition, % at 5 µM | actives 1.5% (n = 330,000) | AID 434973;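 active = inhibition above about 50% at the single test dose, limit read from the data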;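 also: plate controls were DMSO with enzyme for no effect and no enzyme buffer wells for full effect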
# NR3A LBD binder: modulators (binders) of human NR3A ligand-binding domain; Tm shift relative to glycine control, % at 25 µM; NR3A LBD differential scanning fluorimetry, Tm shift; 0% = protein alone, 100% = glycine-bound protein; AID 1259313; actives 2.5% (n = 340,000);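 active = melting temperature shift of at least 10% of the positive control shift, at one fixed dose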
# ATG4B inh: inhibitors of human ATG4B cysteine protease. Q9Y4P1. ATG4B cleavage of LC3-PLA2, NBD-HPC fluorescence, 1 h. inhibition, % at 8.33 µM. actives 0.51% (n = 340,000). AID 504462; in the data active = inhibition above about 40%
# Target sequence (Q9Y4P1 whole entry, looked up): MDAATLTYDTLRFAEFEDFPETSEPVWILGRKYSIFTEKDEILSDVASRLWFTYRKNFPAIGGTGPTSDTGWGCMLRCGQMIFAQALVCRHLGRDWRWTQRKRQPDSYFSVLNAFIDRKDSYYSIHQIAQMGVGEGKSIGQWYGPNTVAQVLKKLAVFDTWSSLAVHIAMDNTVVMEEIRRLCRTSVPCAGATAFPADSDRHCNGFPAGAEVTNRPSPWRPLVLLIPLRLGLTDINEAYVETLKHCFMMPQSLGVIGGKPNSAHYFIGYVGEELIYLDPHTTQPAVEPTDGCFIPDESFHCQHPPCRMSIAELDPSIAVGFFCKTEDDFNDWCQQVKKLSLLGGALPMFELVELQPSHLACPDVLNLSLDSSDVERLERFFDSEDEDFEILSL
# * marks the source's active call; other numbers are inactive results; x = no result given. Not a hit list; any-hit rate near 6.9%.
Molecule,SENP8 block,MPTP block,HKDC1 inhibitor,SENP6 inh,PfG6PD inh,SENP7 block,NR3A LBD binder,ATG4B inh
Cc1nn(-c2ccccc2)c(C)c1CN(C)C(=O)c1ccc(S(=O)(=O)NCc2ccco2)cc1,9,-0.7,-4,-7,7,-6,2,-5
O=C(CN1CCOc2ccccc21)NC1CCN(Cc2ccccc2)CC1,9,-1.4,-9,6,5,-9,2,2
CC(NCC(c1ccco1)N1CCCCC1)C(=O)NC1CCCC1 (centres undefined),-56,-1.6,-5,-9,-2,7,0,-12
Cc1ccc(NCc2nnc(SCC(=O)Nc3ncc(C)s3)n2Cc2ccco2)c(C)c1,17,1.3,-2,-23,-12,-11,-2,-16
Cc1ccc(S(=O)(=O)N(C)CC(=O)OCC(=O)NC(=O)Nc2ccc3c(c2)OCCO3)cc1,11,1.2,9,-27,-15,2,-4,-14
COc1ccccc1NC(=O)CN1CCN(CC(=O)Nc2ccc(F)cc2F)CC1,6,0.9,-5,9,4,4,-10,5
COC1=CCC2([N+](=O)[O-])CN(CCO)CC1([N+](=O)[O-])C2 (centres undefined),34,-1.6,-5,-3,-4,-3,-1,7
Cc1noc(C)c1C(=O)Nc1ccc(F)c(F)c1,20,-1.7,-9,4,1,-2,-1,-3
Cc1cccc2nc(-c3ccco3)c(Nc3ccc4c(c3)OCO4)n12,-415,1.7,3,4,6,5,-2,5
O=C(c1ccc2c(=O)n(Cc3ccco3)c(=S)[nH]c2c1)N1CCN(Cc2ccccc2)CC1,7,5.3,4,-13,3,-5,-3,-10
COc1cccc(-n2c(SCC(N)=O)nnc2-c2ccncc2)c1,12,0.4,-11,-2,-12,-4,-8,4
O=C1/C(=C\c2ccccc2)SC(=S)N1CCC(=O)N1CCCCC1CCO (centres undefined),9,0.1,5,16,8,0,1,8
Cc1ccc(-n2ncc3c(=O)[nH]c(SCC(=O)N4CCCCC4)nc32)cc1,2,0.8,1,6,-28,-3,0,1
COc1ccc([N+](=O)[O-])cc1-c1nc2ccccc2nc1-c1ccccc1,17,-0.5,-2,-3,0,-1,2,0
O=C(NNC1OC(CO)C(O)C(O)C1O)c1cccnc1 (centres undefined),9,-0.2,1,-17,5,-7,0,-2
COc1cc(-n2c(=O)c3ccccc3n(Cc3cc(=O)n4ccccc4n3)c2=O)cc(OC)c1OC,-368,0.1,-8,3,-3,3,1,5
Cc1ccc(N2CC(C(=O)OCC(=O)Nc3cccc(Cl)c3C)CC2=O)cc1 (centres undefined),5,0.3,-3,-16,4,-1,2,2
CCCCn1c(SC(C)C(=O)c2ccc(OC)cc2)nc2cc(S(N)(=O)=O)ccc21 (centres undefined),11,0.8,0,-5,55,4,-41,-23
Cc1ccc(N(CC(=O)Nc2cc(Cl)ccc2Oc2ccccc2)S(C)(=O)=O)c(C)c1,22,2.3,0,19,16,-3,-8,-2
COC(=O)c1ccc(OC(=O)/C=C/c2ccco2)cc1,15,0.1,-6,83*,-4,77*,1,-9
O=C(CCl)NN1C(=O)NC2(CCCCC2)C1=O,5,-0.2,-9,7,-4,-1,-1,-3
COc1ccccc1N1CCN(C(=O)c2ccc3ncsc3c2)CC1,-2,2.3,-3,x,26,x,2,-8
O=C(CCCc1ccccc1)NCCC1=CCCCC1,-5,-1.1,-9,-5,8,4,0,5
CCn1cc(CNC(=O)C2CCC(=O)N(Cc3ccc(Cl)cc3)C2)cn1 (centres undefined),27,-1.4,-6,3,7,8,0,-1

# Single records (already shown).
# Listed for O=C(CCl)NN1C(=O)NC2(CCCCC2)C1=O → SENP8 block: 5; MPTP block: -0.2; HKDC1 inhibitor: -9; SENP6 inh: 7; PfG6PD inh: -4; SENP7 block: -1; NR3A LBD binder: -1; ATG4B inh: -3
# Listed for Cc1ccc(-n2ncc3c(=O)[nH]c(SCC(=O)N4CCCCC4)nc32)cc1 → SENP8 block: 2; MPTP block: 0.8; HKDC1 inhibitor: 1; SENP6 inh: 6; PfG6PD inh: -28; SENP7 block: -3; NR3A LBD binder: 0; ATG4B inh: 1

# Next structures:
Molecule,SENP8 block,MPTP block,HKDC1 inhibitor,SENP6 inh,PfG6PD inh,SENP7 block,NR3A LBD binder,ATG4B inh
C[C@H](CO)N1C[C@H](C)[C@@H](CN(C)Cc2ccncc2)Oc2ccc(NC(=O)Cn3cnnn3)cc2C1=O,-5,0.0,0,-5,8,0,-2,-1
CC(C)(C)NC(=O)Cn1c(-c2nonc2N)nc2ccccc21,11,0.0,-1,14,-4,-4,-6,-5
Cn1nc(C(F)(F)F)c(-c2ccc(F)cc2)c1NC(=O)Nc1ccc(F)cc1,22,74*,2,-23,20,5,-1,0
CCOc1c(Br)cc(C(=O)N2CCCN(C)CC2)cc1OC,14,-0.6,-4,-10,-2,1,0,-3
O=C(O)C1CCCN(S(=O)(=O)c2cccc3cccnc23)C1 (centres undefined),9,-1.0,-2,-13,0,-3,-1,-10
COc1ccc(-c2noc(CCC(=O)NCCCN3CCC(Cc4ccccc4)CC3)n2)cc1,22,63*,-4,-11,0,-9,0,-18
C=C(C)C1Cc2nc(N)nc(C)c2C1 (centres undefined),5,-0.9,-7,5,5,6,1,-6
O=C(N/N=C/c1cccs1)c1ccc2ncccc2c1,-54,-1.6,-4,13,-1,3,-2,-16
CCOC(=O)C1CCN(C(=O)C23CC4CC(CC(C4)C2)C3)CC1,10,-1.7,-1,-10,-20,-4,1,0
CCOC(=O)NN=C1CN(S(=O)(=O)c2ccc(C)cc2)C1,15,-3.1,-2,15,19,2,2,0
O=S(=O)(/N=C(/Nc1cccc2ccccc12)c1ccccc1)c1ccccc1,8,-0.6,7,-6,12,4,2,-9
Cc1cccc(CC(=O)Nc2c3c(nn2-c2cccc(Cl)c2)CS(=O)C3)c1 (centres undefined),8,-1.3,-8,-13,-5,8,0,-7
O=c1[nH]c(CN2CCN(S(=O)(=O)c3ccc4c(c3)OCCO4)CC2)nc2sc3c(c12)CCCC3,-14,-0.2,16,-25,8,-2,-1,5
COc1cccc(CNS(=O)(=O)c2cc3c4c(c2)CCN4C(=O)CC3)c1,-9,-0.3,-4,-4,-10,-7,0,-4
CN(C)CCCN1C(=O)C(O)=C(C(=O)c2cc3ccccc3o2)C1c1ccccc1 (centres undefined),-80,-3.5,-5,-3,-9,-4,1,-1
CCC/C=N/NC(=O)c1[nH]c2c([N+](=O)[O-])cccc2c1C,10,2.8,-4,-9,5,-4,-7,-4
COc1ccc(NS(=O)(=O)c2ccc(F)c(F)c2F)cc1S(=O)(=O)N1CCOCC1,26,-2.6,-3,-7,-7,-5,0,-4
O=[N+]([O-])c1ncc(Br)cc1Nc1ccccc1,23,0.2,-4,5,-5,4,0,2
COc1ccc(OCC(=O)Nc2cc(S(=O)(=O)N3CCCC3)ccc2Cl)cc1,-4,-0.8,0,-1,-9,5,3,-7
COc1cc(CNCCC2CCOC(C)(C)C2)ccc1O (centres undefined),11,4.2,3,-12,1,10,-3,-3
O=C(Nc1ccc(S(=O)(=O)Nc2nccs2)cc1)c1ccc(N2C(=O)c3ccccc3C2=O)cc1,9,4.9,-12,5,-3,-5,0,18
O=C(Nc1ccccn1)C1(c2ccccc2)CCCC1,12,-1.6,-11,-14,2,-2,-3,-7
CC1=C(C(=O)Nc2cc(C)ccc2C)C(c2cccs2)NC(=S)N1 (centres undefined),13,0.2,3,-3,3,1,1,3
CCn1nc(C)c(CNC(=O)c2cc(COc3ccc(F)cc3Cl)on2)c1C,4,53*,0,-5,-8,7,0,19
CSc1ccc(/C=N/Nc2nc(C)cc(=O)[nH]2)cc1,-313,-1.8,-3,5,9,8,1,-5
Cc1cc(NC(=O)c2ccc(F)cc2)n(C)n1,19,-0.3,-5,-21,-1,-2,0,1
CC(C)NC(=O)COc1coc(CN2CCN(C(=O)c3ccco3)CC2)cc1=O,-2,-0.5,-7,-5,-10,-13,3,3
Cc1cc(C)c2c(=O)[nH]c(=O)n(Cc3ccccc3)c2n1,14,-3.4,-3,-10,19,6,-3,-2
Cc1cc(=O)cc(C)[nH]1,13,0.2,3,-9,-10,2,13*,-2
O=C(NCCCN1CCCC1=O)C(=O)Nc1cccc(F)c1,8,-1.0,-6,5,9,-6,-2,-2
COC(=O)c1ccccc1C(=O)N1CCOCCN(C(=O)c2ccccc2C(=O)OC)CCOCC1,8,-0.9,-6,-11,2,0,1,-1
CCC(CC)c1nnc(NC(=O)c2ccc([N+](=O)[O-])cc2)s1,10,3.0,-6,-7,5,-2,-3,-12
COC(=O)c1cc(OC)nc2ccc(Br)cc12,-7,2.8,-1,-11,0,-9,-1,5
Cn1c(N)c(C(=O)COC(=O)c2ccc(C(F)(F)F)cc2)c(=O)n(C)c1=O,-1,-0.6,4,-2,6,-3,-15,-12
O=C(CCc1nc2ccccc2c(=O)[nH]1)Nc1cc(Cl)ccc1N1CCCCC1,-3,-0.7,-1,-15,7,2,-10,-6
O=C(Nc1cccc(S(=O)(=O)N2CCCC2)c1)c1cccc(S(=O)(=O)N2CCOCC2)c1,2,-0.1,2,-3,-1,1,-2,-10
CC(=O)Oc1ccc2cc(-c3nc4ccccc4n3C)c(=O)oc2c1,-267,0.6,2,-7,-7,-3,2,-2
CCOC(=O)c1[nH]c2ccc(OC)cc2c1NC(=S)N1CCN(C(=O)OCC)CC1,-124,0.3,-4,-5,-7,2,0,-4
OCC1OC(n2cnc3c(N4CCCCC4)ncnc32)C(O)C1O (centres undefined),19,-0.5,-2,x,3,x,0,-3
O=c1oc(-c2ccccc2NS(=O)(=O)c2ccc(F)cc2)nc2ccccc12,-87,11,-1,-18,-21,-3,-2,7
CN(C)c1ccc(CNc2ccc3c(c2)ncn3C)cc1,x,x,-4,-4,4,23,2,-4
COc1ccc([N+](=O)[O-])cc1N(CC(=O)Nc1ccccc1C(=O)N1CCOCC1)S(C)(=O)=O,11,-0.7,-9,-14,-1,17,-1,4
COc1ccc(Cl)cc1NC(=O)CCN1CCOCC1,30,0.9,-6,-6,-5,1,-1,-3
CCOc1ccc(NC(=O)CN(C)C(=O)CCc2ccccc2Cl)cc1OCC,3,0.2,-4,-2,12,1,0,-6
COCn1c(-c2cccc(Br)c2)nc2ccccc21,10,1.4,2,51*,-6,40,-7,9
O/N=C1/C2C3CC4C5C3C1C5C1(OCCO1)C42 (centres undefined),6,-1.4,-7,4,-7,-1,-1,8
O=C(Nc1cccc(C(F)(F)F)c1)c1cccnc1NCCc1ccccc1,-392,80*,-2,9,26,7,28*,13
C=CCN(CC(=O)NCC1CCCO1)C(=O)CCC(=O)Nc1cc(C)on1 (centres undefined),13,0.3,-7,-4,-3,-8,0,-4
C=CC[C@H](CC(=O)NCCO)C(=O)NC[C@@H](OC(=O)[C@@H](CC=C)CC(=O)OC(C)(C)C)c1ccccc1,11,0.3,-6,-30,-1,7,-1,0
Cn1c(=O)oc2cc(S(=O)(=O)N3CCN(Cc4ccc5c(c4)OCO5)CC3)ccc21,12,2.6,6,4,-6,2,3,-15
C=CCSc1nnc(Cn2c(=O)sc3ccccc32)n1C,6,-0.6,4,7,0,-4,-1,-4
O=C(N/N=C\c1ccc(CN(Cc2ccc(Cl)cc2)S(=O)(=O)c2ccccc2)o1)C(=O)Nc1ccc(F)cc1,-32,1.5,-5,-18,-8,0,-2,-6
S=C(Nc1cccnc1)N1CCc2ccccc21,18,0.1,4,15,-6,6,-1,1
